Source: PubChem BioAssay (several laboratories)
HIF activator: HIF pathway transcriptional activators, primary screen, cell-based, U2OS HRE-luciferase, luminescence; U2OS HRE-luciferase reporter; normalized: DMSO 0%, desferrioxamine 100%; activation, % at 7.5 µM (by protocol); 300,000 tested, 0.32% active; AID 1910, 2009;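 active = mean activation of at least 10% of the iron chelator positive control signal, with at least half of replicates also reaching 10%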
HSF-1 act: HSF-1 activators, primary screen, NIH3T3-HGL cells, MG132 stress, luminescence, single point. NIH3T3-HGL HSF-1 luciferase reporter, 8 h; 100% = twice DMSO control signal. activation, % at 9 µM. 300,000 tested, 1.7% active. AID 504408, 2011;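 active = mean replicate activation of at least 50% with a set share of replicates each reaching 50%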;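 also: 0% = median of the neutral control wells and 100% = twice that signal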
KLF5 inhibitor: KLF5 expression inhibitors, primary screen, DLD-1 cells, luminescence. AID 1700, 2009. 290,000 tested, 0.23% active. inhibition, % at 5 µM. DLD-1 KLF5 promoter-luciferase reporter;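 active = inhibition above a per-plate limit of that plate's mean compound inhibition plus 3 SD, cut at about 60% in these data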;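 also: 0% = DMSO wells and 100% = LY294002 at 200 µM; higher means less KLF5 promoter-driven luciferase light; inactives centre near -14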
Platelet DG rel: inhibitors of platelet dense granule secretion, primary screen, cell-based, MLPCN, human platelets; human platelet-rich plasma, SFLLRN dense granule ATP release, luminescence; inhibition, %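 (compounds screened at 7.5 µM in platelet-rich plasma)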; 300,000 tested, 0.22% active;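 active = mean replicate score, as percent of positive control, at or above 50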
HSF1 inhib: HSF1 inhibitors in luciferase reporter cells, primary screen, cell-based, NIH3T3, luminescence. AID 2098, 2009. activity change, negative = inhibition, % at 7.5 µM (by protocol). 300,000 tested, 0.77% active. NIH3T3-HGL HSE-luciferase, MG132-induced, luminescence 8 h; active compounds read low;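 active = more than half of replicate wells show activity change below -50%, luminescence cut by over half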;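 also: luciferase reports HSF-1 transcriptional activity via heat shock element; 0% = median of DMSO wells and -100% = zero luminescence signal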
HDAC3 inh: HDAC3 deacetylase inhibitors, primary screen, biochemical, fluorescence, cell-free homogeneous; recombinant HDAC3, fluorogenic peptide/trypsin coupled; inhibition, % at 8.3 µM; AID 2718, 2010; Histone deacetylase 3 (Homo sapiens), O15379; 320,000 tested, 0.15% active; in the data active = inhibition above about 26%, passing the limit was not always enough
Target sequence (O15379 whole entry, looked up): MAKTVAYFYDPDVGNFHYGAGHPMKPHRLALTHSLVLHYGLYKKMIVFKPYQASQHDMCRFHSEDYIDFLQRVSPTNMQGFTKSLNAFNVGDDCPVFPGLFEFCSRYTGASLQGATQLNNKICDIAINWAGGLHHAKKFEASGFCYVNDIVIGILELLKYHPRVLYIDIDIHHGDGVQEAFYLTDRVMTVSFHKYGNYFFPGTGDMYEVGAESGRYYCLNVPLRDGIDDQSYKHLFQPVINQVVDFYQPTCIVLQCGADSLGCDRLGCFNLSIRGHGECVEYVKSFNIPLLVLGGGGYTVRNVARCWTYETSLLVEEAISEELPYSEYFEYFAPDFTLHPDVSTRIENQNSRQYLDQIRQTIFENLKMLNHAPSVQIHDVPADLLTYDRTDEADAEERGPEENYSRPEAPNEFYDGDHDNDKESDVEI
aSyn UTR inh: MLPCN primary screen, SNCA 5' untranslated region; 300,000 tested, 0.82% active; inhibition, % (tested at 7.5 µM); AID 1813, 2009; alpha-synuclein 5'UTR reporter, inhibitor activity; in the data active = inhibition above about 60%;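 also: H4 neuroglioblastoma cells stably carrying SNCA 5'UTR luciferase fusion; 0% = DMSO wells and 100% = positive control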
HSP90 refold inh: HSP90 inhibitors, primary screen, cell lysate, luminescence; Heat shock protein HSP 90 (rabbit reticulocyte lysate; luciferase refolding); inhibition, % at 5.6 µM; AID 1789, 2009; Rabbit reticulocyte lysate, luciferase refolding luminescence, 3 h; 290,000 tested, 0.91% active;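 active = inhibition above the screen-wide mean plus 3 SD, computed separately per campaign, cut at about 16% in these data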;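 also: 0% = DMSO wells and 100% = 60 µM geldanamycin wells; inhibitors lower the luminescence because luciferase stays unfolded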
IEC-6 tox: cytotoxicity in IEC-6 intestinal epithelial cells, primary screen, cytotoxicity control for KLF5 inhibitor project, cell-based, luminescence; IEC-6 cytotoxicity, luminescence viability; AID 1825, 2009; inhibition, % at 5 µM; 290,000 tested, 0.78% active; in the data active = inhibition above about 22%;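 also: 0% = plate median of test compound wells and 100% = cytotoxic reference compound wells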
AI-2 QS modul: Vibrio harveyi AI-2 quorum sensing modulators, primary screen, JMH597 strain, luminescence/OD600 ratio; Vibrio harveyi JMH597 AI-2 luminescence/OD600 ratio, 9 h; active compounds read low; strain lacks LuxN and CqsS sensors; 0 = neutral-control median; activity change, % at 7.5 µM; 300,000 tested, 0.4% active; in the data active = activity change below about -75%, passing the limit was not always enough;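 also: luminescence divided by OD600 gain over 9 h not by final OD600 alone; inactives centre near 13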
Starred values were filed as active, the others as inactive; . = not tested or not shown.

SMILES	HIF activator	HSF-1 act	KLF5 inhibitor	Platelet DG rel	HSF1 inhib	HDAC3 inh	aSyn UTR inh	HSP90 refold inh	IEC-6 tox	AI-2 QS modul
CCOC(=O)Cn1c(=O)oc2cc(S(=O)(=O)Nc3ccc(F)cc3)ccc21	0.2	12.4	-9.4	5.9	2.4	14.6	12.7	-3.4	-6.4	7.5
CCc1nnc(N/N=C/c2cc(Br)c(O)cc2O)n1N	2.5	56.9*	-27.3	-3.3	40.1	5.9	24.7	7.0	-8.0	28.2
CN(C)S(=O)(=O)c1cccc(NC(=O)CCCSc2ccccc2)c1	0.5	8.6	11.2	1.8	3.9	4.6	16.5	-7.5	-6.6	5.6
O=C(N/N=C/C=C/c1ccccc1[N+](=O)[O-])c1cccnc1	-0.6	-8.8	4.2	15.4	-4.5	3.5	-1.0	2.7	10.9	6.5
CC1=N/C(=C\c2ccc(OC(C)C)cc2)C(=O)N1c1ccc(C(=O)O)cc1	-0.3	-0.5	-23.3	-3.8	-4.5	4.5	44.8	1.0	-1.0	-82.5*
CCN(CC)c1ccc(/C=N/N2C(=O)c3ccccc3C2=O)c(O)c1	0.0	32.2	-23.9	-24.5	3.0	-4.4	-6.8	-5.7	-2.7	13.4
Cc1cccc(OCC(=O)N/N=C/C=C/c2ccco2)c1	1.7	17.3	8.1	7.8	21.2	1.9	-23.5	11.9	2.6	22.6
O=C(NC1CCCCC1)c1ccccc1NC(=O)C1CC1	-0.3	2.4	-35.5	-1.4	1.7	0.1	12.4	2.1	2.5	8.7
Clc1ccc(CCNc2nc3ccccc3s2)cc1	1.6	37.5	-4.4	-7.0	29.2	3.1	-45.6	-0.9	-5.5	14.6
Clc1ccc(-c2nnc3sc(Cc4cccs4)nn23)cc1	-0.2	-1.7	13.7	2.4	-5.7	-8.0	15.2	-4.7	-2.7	21.8
O=C(CN(C(=O)CCC(=O)Nc1ccccn1)C1CCCC1)NCc1ccc(F)cc1	0.3	-6.1	-13.0	-4.7	-3.4	1.1	-6.8	-1.7	-6.4	3.5
CCc1nnc(NS(=O)(=O)c2ccc(NC(=O)c3ccccc3C)cc2)s1	-0.5	-1.9	6.7	2.5	-8.3	-9.6	7.3	1.8	2.3	25.9
O=C(COc1ccccc1)N1CCN(C(=O)c2ccc([N+](=O)[O-])cc2)CC1	-0.1	2.3	-16.4	4.9	4.8	3.6	7.4	-0.8	-5.1	17.4
CCOC(=O)N1CCN(C(=O)/C(=C\c2ccc(SC)cc2)NC(=O)c2ccccc2)CC1	0.3	0.8	-15.0	-2.0	-6.4	.	3.7	1.6	-2.4	23.7
CCN1c2ccccc2-c2nc3ccccc3n2C1c1ccccn1 (stereo unspecified)	-0.6	-26.5	-16.2	-2.0	-18.3	-37.0	12.8	2.2	3.7	0.0
COC(=O)c1sccc1-c1ccc(/C=N/OCc2c(Cl)cccc2Cl)o1	0.0	9.1	-3.4	-3.5	8.3	-11.3	5.7	3.0	3.6	22.9
CCN(CC)C(=O)CCc1nc2sc3c(c2c(=O)[nH]1)CCCC3	.	.	-30.9	1.6	.	1.6	.	-0.7	2.2	8.4
COc1ccc(/C=C(\C#N)C(=O)NCc2ccccc2)cc1O	0.0	17.8	-3.6	6.3	7.3	0.3	-6.1	-0.8	-3.9	2.0
O=C(Nc1ccc(S(=O)(=O)Nc2ncccn2)cc1)c1cc([N+](=O)[O-])ccc1Cl	-1.2	-0.1	-47.4	-5.3	-4.3	-5.3	-17.6	-3.2	-0.4	47.7
Cc1nc(SC2CC(=O)N(c3cc(Cl)cc(Cl)c3)C2=O)nc2c1CCCC2 (stereo unspecified)	-1.6	-10.8	-5.9	-1.2	4.9	5.0	-2.4	-4.7	-0.6	11.4
COc1ccc(C2SCC(=O)N2CCc2ccc(OC)c(OC)c2)cc1 (stereo unspecified)	0.6	0.6	0.9	-0.5	-9.7	-3.9	12.2	6.4	20.6	30.5
Cn1c(=O)c2c(ncn2CC(=O)N2CCN(c3ccc([N+](=O)[O-])cc3)CC2)n(C)c1=O	0.0	18.0	-3.5	1.1	9.6	4.8	-13.0	7.1	-3.7	21.4
O=c1ccc(C(F)(F)F)cn1Cc1cc(=O)n2ccsc2n1	1.0	10.8	4.1	1.7	-1.1	0.4	-27.1	-3.2	-5.8	32.2
COc1ccc(CCNc2ccc(C(CC(N)=O)NC(=O)c3cc(OC)ccc3OC)cc2[N+](=O)[O-])cc1 (stereo unspecified)	-1.0	4.8	-7.5	-1.9	8.8	10.7	18.7	0.7	1.5	10.7
COc1cc(NC(=O)Cn2nnc(-c3ccccc3N)n2)cc(OC)c1	0.2	12.2	-1.8	2.4	1.0	4.6	28.5	1.0	7.2	-89.4*
COc1ccc(NC(=O)CCC(=O)Nc2cc(OC)c(NC(=O)c3ccco3)cc2OC)c(OC)c1	-0.2	1.4	-10.4	2.6	1.1	7.0	-28.5	0.3	1.6	18.5
COc1ccccc1NS(=O)(=O)c1cc(NC(=O)CCC(=O)c2cccs2)ccc1Cl	-0.5	6.5	13.2	9.2	-3.3	12.6	11.8	-0.2	-2.1	13.0
Cc1cc(N/C(=N/S(=O)(=O)c2cc(F)ccc2F)c2ccccc2)n(-c2ccccc2)n1	1.5	-7.6	-39.1	2.6	5.2	8.1	-28.6	-5.2	11.6	44.4
CSc1cnn(Cc2ccccc2)c(=O)c1SCc1ccccc1	0.1	8.8	-15.4	-0.8	8.4	-1.4	20.5	-4.1	-1.8	13.9
NC(=O)C1(NC(=O)[C@@H]2CC3(CC(c4cccc(NC(=O)[C@@H]5CCC(=O)N5)c4)=NO3)CN2C(=O)c2ccccc2)CC1 (stereo partly specified)	-1.0	-3.5	-25.2	1.2	-6.2	1.1	-1.0	-3.4	-4.1	5.4
CCn1c(C)nc2cc(C(=O)N=Nc3c(O)[nH]c4c(C)cc(C)cc34)ccc21	1.5	-3.2	0.0	7.1	-6.6	3.0	-13.7	-3.8	0.6	15.9
COc1cccc(C(=O)NC(=S)Nc2ccc3[nH]c(=O)[nH]c3c2)c1	0.4	11.3	-3.4	11.2	-4.0	3.6	19.9	-5.3	8.9	10.5
O=C(CN1CCCCCC1)Nc1cc([N+](=O)[O-])ccc1Cl	-0.2	-0.2	0.4	9.1	-2.7	1.6	11.1	-0.3	4.8	0.9
CC(C)(C)c1ccc(C(=O)C2CCCN(C(=O)c3ccccn3)C2)cc1 (stereo unspecified)	-0.6	8.4	-10.3	-10.0	-1.5	.	-3.0	3.4	-2.7	11.3
COC(=O)c1cc(C(=O)NC(C)C2CC3CCC2C3)cc([N+](=O)[O-])c1 (stereo unspecified)	0.4	11.5	8.8	16.5	8.4	0.3	15.1	3.0	-0.8	14.1
c1cc(-c2noc(CCC3CCCC3)n2)ccn1	0.6	-10.8	-24.7	-13.9	10.1	-1.6	-79.4	2.4	-0.9	19.8
CCc1cc(C(=O)N2CCCC(C(=O)c3ccc(Cl)cc3)C2)no1 (stereo unspecified)	-0.3	-9.8	-7.1	6.7	-5.4	4.0	0.2	3.5	5.3	6.5
Cc1nc(NC(=O)c2ccc(Cl)cc2)nc2cc3c(cc12)OCO3	0.1	17.3	10.4	5.6	3.1	1.1	-84.1	-6.1	-0.2	27.7
OCCC1CN(Cc2cccc3nonc23)CCN1Cc1ccsc1 (stereo unspecified)	-0.2	5.9	13.8	4.4	1.1	.	11.0	-4.4	-0.9	11.7
CC1(C)CC(NC(=O)c2coc(=O)c(Br)c2)CC(C)(C)N1	-0.2	9.6	-26.3	-58.6	-8.5	-8.0	-46.3	-0.3	3.6	1.1
Nc1nc(SCc2ccc(Br)cc2)n[nH]1	-19.4	8.0	-37.3	-1.1	5.2	-8.9	1.5	-1.8	2.2	2.6
CCOc1ccc(N2CC(C(=O)Nc3nnc(SCCOC)s3)CC2=O)cc1 (stereo unspecified)	-0.3	-14.6	-23.5	5.2	-6.0	4.8	19.0	-4.5	-0.2	10.6
CC(=O)Nc1ccc(C(=O)CS(=O)(=O)c2ccc(C)cc2)cc1	0.3	17.3	13.4	-6.2	3.9	5.8	0.4	4.7	7.1	15.2
Cc1c(-c2ccc(Cl)cc2)[n+](=O)c(-c2ccccc2)cn1[O-]	3.5	31.5	-22.6	-12.9	13.1	-1.6	-118.3	-1.9	-3.6	-10.3
O=P(O)(CCc1ccccc1)CN1CCCCC1	-0.4	-4.9	11.0	-5.5	-7.9	-5.0	7.6	0.2	-0.1	22.3

Brought forward from above: three entries, then new ones.
SMILES	HIF activator	HSF-1 act	KLF5 inhibitor	Platelet DG rel	HSF1 inhib	HDAC3 inh	aSyn UTR inh	HSP90 refold inh	IEC-6 tox	AI-2 QS modul
CC(=O)Nc1ccc(C(=O)CS(=O)(=O)c2ccc(C)cc2)cc1	0.3	17.3	13.4	-6.2	3.9	5.8	0.4	4.7	7.1	15.2
Cc1c(-c2ccc(Cl)cc2)[n+](=O)c(-c2ccccc2)cn1[O-]	3.5	31.5	-22.6	-12.9	13.1	-1.6	-118.3	-1.9	-3.6	-10.3
O=P(O)(CCc1ccccc1)CN1CCCCC1	-0.4	-4.9	11.0	-5.5	-7.9	-5.0	7.6	0.2	-0.1	22.3
Cc1ccc([N+](=O)[O-])cc1NC(=O)Nc1onc(C)c1C	-1.0	-3.0	-31.3	-0.9	-9.5	1.5	-1.2	-0.4	2.4	8.0
Cc1cc(Sc2nnc(/N=C/N(C)C)s2)c2ccccc2n1	.	.	-7.0	.	.	5.8	.	4.3	11.0	19.6
COc1ccc(C(C(=O)NC(C)(C)C)N(C(=O)CCC(=O)Nc2cc(C)on2)c2cccc(F)c2)cc1 (stereo unspecified)	-0.2	7.1	-33.0	-0.5	0.3	1.1	18.1	-0.3	4.7	6.9
CN(CC(=O)NCc1cccs1)S(=O)(=O)c1cccc2nsnc12	1.1	13.7	-14.8	0.5	-1.3	-3.7	15.8	-1.6	-3.7	5.6
Fc1ccc(-c2nnc(-c3ccc(Cl)cc3)o2)cc1	2.9	46.5	-34.5	0.6	17.6	1.6	-194.4	-1.7	1.9	-4.2
CCOc1ccc(S(=O)(=O)Nc2cccc(C(=O)NCC(c3ccco3)N(C)C)c2)cc1 (stereo unspecified)	0.2	9.8	.	-11.9	-2.8	-0.5	-9.4	.	.	-9.2
O=C(CO/N=C1\CCCc2nonc21)Nc1ccccc1Cl	0.3	-0.7	11.2	3.7	-0.1	.	5.1	-2.5	2.2	32.6
CCc1ccc(N2CC(C(=O)NC3=NCCS3)CC2=O)cc1 (stereo unspecified)	-0.2	-10.2	-5.9	-3.3	-1.2	-0.7	7.2	0.5	-6.8	2.0
CCn1c(-c2csc3ccccc23)n[nH]c1=S	-0.1	0.0	-19.1	-8.8	2.1	-0.1	34.3	1.0	1.2	-4.5
CCN(CC)S(=O)(=O)c1ccc(N=N/C(C(C)=O)=C(/C)O)cc1	.	.	-13.1	.	.	16.3	.	-3.8	-4.2	12.7

Compounds as they come. Share with any hit: about 5%.
